# Screens deposited in PubChem BioAssay by several laboratories.
# M17LAP inhibition – P. falciparum M17LAP inhibitors, primary screen, biochemical, fluorogenic H-Leu-NHMec substrate, 1536-well (AID 1619); one-dose inhibition, % at 30 µM; IC50 in µM for titrated hits; recombinant M17LAP, H-Leu-NHMec fluorogenic kinetic assay; higher % means a stronger effect; 220,000 tested, 0.38% active;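 active = compound inhibiting the enzyme by more than half at any dose during confirmatory dose-response retesting; inconclusive = strong single-dose inhibitors picked by rank but not retested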;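 also: plate controls were full reaction with DMSO carrier for no effect and no enzyme background for full effect; strong numbers were not always called active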
# Hep lipid drop – modulators of hepatic lipid droplet formation | AML12 mouse hepatocytes, oleate lipid droplets, BODIPY imaging | inhibition, % at 6.5 µM | 240,000 tested, 0.4% active | AID 1656;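 active = lipid droplet intensity inhibited by at least 50%, with more than 500 cells counted; inconclusive = wells with under 300 cells, treated as cytotoxic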
#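 Test system: AML12 hepatocytes (mouse); reagent: oleate loading, 100 µM; dosing: one dose, 6.5 µM compound; incubation: overnight exposure; signal: fluorescence imaging, 20x objective, two fields per well; read-out basis: % inhibition of corrected integrated BODIPY droplet signal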
# LYP inhibition – inhibitors of LYP phosphatase, biochemical, fluorescence intensity, uHTS (AID 1779); recombinant LYP phosphatase, fluorescence intensity; higher % means a stronger effect; inhibition, % at 11.5 µM; hits with a dose series show IC50 in µM; 290,000 tested, 0.054% active;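 also: plate controls were vehicle with enzyme for no effect and no enzyme for full effect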
# P. falciparum M1AAP – malaria alanyl aminopeptidase activity blockers – biochemical, fluorogenic H-Leu-NHMec substrate, 1536-well (AID 1445) | one-dose inhibition, % at 30 µM; IC50 in µM for titrated hits | 220,000 tested, 0.42% active | recombinant M1AAP, H-Leu-NHMec fluorogenic kinetic assay; higher % means a stronger effect;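 active = primary inhibition above the hit cutoff, then over 50% inhibition at one or more dose response concentrations, cut at about 23% in these data, passing the limit was not always enough; inconclusive = conflicting primary data, or primary hits not chosen for dose response; inactive = low primary inhibition, or under 50% at every dose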;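 also: plate controls were DMSO full reaction for no effect and no enzyme background for full effect; strong numbers were not always called active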
# AID2073 – inhibitors of Mint1-CaV2.2 protein interaction, biochemical, HTRF (AID 2073); HTRF protein-protein interaction, Mint1-CaV2.2; higher % means a stronger effect; one-dose inhibition, % at 20 µM; IC50 in µM for titrated hits; 290,000 tested, 0.19% active; in the data active = inhibition mostly above about 51%, no sharp cut-off; inconclusive = no clear call, values can overlap the other calls; inactive = mostly below about 53%; also: some results filed as inactive read as strong as hits
# Siah-1 displacement – blockers of Siah-1 interaction with plectin peptide – biochemical, fluorescence polarization, rhodamine-plectin, uHTS, primary screen (AID 1817); Siah-1 / rhodamine-plectin peptide fluorescence polarization; higher % means a stronger effect; displacement, % at 20 µM; hits with a dose series show IC50 in µM; 290,000 tested, 0.02% active;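 active = displacement of at least 50% at 20 µM, with a fluorescence ratio check between 0.3 and a set limit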;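 also: plate controls were Siah plus tracer with DMSO for no effect and tracer alone without Siah for full effect; strong numbers were not always called active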
# ER stress rescue – rescue of cells from ER stress-induced death, primary screen, 384-well, CSM14.1, thapsigargin, ATP luminescence (AID 1222); CSM14.1 thapsigargin-induced death rescue, ATP luminescence; higher % means a stronger effect; cellular ATP content (survival), % at 20 µM; hits with a dose series show EC50 in µM; 190,000 tested, under 10 active;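 active = EC50 below 50 µM in the dose-response confirmation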;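 also: death triggered by thapsigargin at about 15 µM added after 2 h compound pretreatment; cell ATP read after overnight thapsigargin exposure of roughly 18 to 22 hours; normalized against plate controls of thapsigargin alone and 5% DMSO vehicle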
# HEK293 NOD2/NF-kB – inhibition of NOD2-driven NF-kB reporter – cell-based, luminescence, uHTS, HEK293 (AID 1566); HEK293 NOD2/NF-kB luciferase reporter, luminescence; higher % means a stronger effect; inhibition, % at 4 µM; hits with a dose series show EC50 in µM; 290,000 tested, 0.63% active; also: many of its hits are not listed in these tables
# XIAP antagonists – small molecules displacing peptide from XIAP – biochemical, IAP family, fluorescence polarization (AID 1018); one-dose displacement, % at 20 µM; IC50 in µM for titrated hits; 200,000 tested, 0.007% active; XIAP BIR domain, fluorescence polarization peptide displacement; higher % means a stronger effect; in the data active = displacement above about 50%; also: a part of the inactive calls stands beside numbers as strong as those of hits
# Hep lipid drop cells 6.5 µM – recorded beside Hep lipid drop, whose call it bears; cell count; measured here: cell count, cytotoxicity flag;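 cells counted across two imaged fields per well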
# Starred values were filed as active, the others as inactive; ? = inconclusive; / = not tested or not shown. Rule as the data show it, unless noted: active = inhibition above about 50%; inactive = the rest.
SMILES,M17LAP inhibition,Hep lipid drop,Hep lipid drop cells 6.5 µM,LYP inhibition,P. falciparum M1AAP,AID2073,Siah-1 displacement,ER stress rescue,HEK293 NOD2/NF-kB,XIAP antagonists
Cc1ccc2nc(-c3cccnc3)c(NC3CCCC3)n2c1,8%,0,637,-7%,10%,8%,-4%,-2.9%,17%,-1.4%
Cc1cc(C)c(-n2nnnc2SCC(=O)c2cccs2)c(C)c1,0%,-3,618,2%,5%,9%,-1%,/,18%,/
COc1ccc(NC(=O)c2cccc(NC(=O)c3ccccc3)c2)cc1,/,10,816,-13%,/,9%,4%,/,-9%,/
O=c1c2ccccc2nc2n1CCS2(=O)=O,13%,10,701,-4%,1%,7%,-6%,/,34%,/
OC1(c2ccc(Cl)cc2)CCN(Cc2nc(-c3cnccn3)no2)CC1,-2%,7,737,-9%,-1%,-4%,2%,-0.1%,13%,-8.7%
CCc1ccc(/C(C)=N/Nc2cc(Cl)nc(C)n2)cc1,7%,/,/,6%,-2%,-4%,-2%,1.8%,22%,-5.2%
Cc1nc2ccccn2c1/C(O)=C1\C(=O)C(=O)N(CCN2CCOCC2)C1c1cccnc1 (stereo unspecified),12%,/,/,-6%,4%,-10%,4%,4.3%,10%,-2.9%
CCN(CC)C(=O)CSc1nnc(CCCCCNC(=O)OC(C)(C)C)o1,3%,/,/,-2%,-13%,-3%,-2%,-1.2%,-15%,-3.6%
O=C(O)c1ccc(NCc2cccnc2)cc1,0%,-3,736,-1%,-2%,-5%,4%,-2.3%,5%,-3.0%
COc1ccc(CN2CCNC(=O)C2CC(=O)N(C)CCC2CCOCC2)cc1OC (stereo unspecified),/,10,773,-10%,/,4%,7%,/,6%,/
CN(CC(=O)Nc1ccc(F)c(F)c1F)C(=O)C1=COCCO1,/,-15,718,-11%,/,0%,1%,/,-7%,/
Cn1nc(C(=O)OCC(=O)Nc2ccc(S(N)(=O)=O)cc2)c2ccccc2c1=O,4%,0,738,-12%,4%,-1%,0%,/,10%,/
COc1ccc(/C=N/Nc2nnc(Cc3ccc(OC)c(OC)c3)c(=O)[nH]2)cc1,3%,-4,558,-1%,2%,2%,4%,0.3%,-8%,-21%
C/C=C/c1ccc(OCCn2nnc3ccccc32)c(OC)c1,/,-32,750,-8%,/,-5%,4%,/,23%,/
O=S(=O)(c1cc(Cl)ccc1Br)N1CCOCC1,0%,-4,735,-6%,4%,-5%,2%,-0.3%,6%,-1.9%
CCCCNC(=O)CN(CCc1ccccc1)S(C)(=O)=O,5%,9,812,-8%,12%,11%,0%,-1.2%,20%,-3.3%
CC1(C)CC(N2CCCC2)=CC(=[N+]2CCCCC2)C1,8%,3,620,6%,17%,-9%,-1%,-0.4%,34%,-6.2%
CC(C)c1ccc(NC(=O)C(=O)C2C(=O)Nc3ccccc32)cc1 (stereo unspecified),9%,0,669,-1%,-2%,-2%,-7%,-1.3%,-14%,-6.9%
N#C/C(C(=O)N1CCOCC1)=c1/s/c(=C\c2ccccn2)c(=O)n1-c1ccccc1,4%,-29,646,-2%,7%,-1%,2%,4.2%,1%,-7.8%
Cc1ccc(S(=O)(=O)Cc2cc(F)c([N+](=O)[O-])cc2[N+](=O)[O-])cc1,/,-16,698,-7%,/,-8%,3%,/,14%,/
CC(=O)Oc1ccc2c(=O)oc(-c3ccccc3)nc2c1,/,12,830,-9%,/,11%,-2%,/,8%,/
CCCCOc1ccc(C(=O)CCN2CCCCC2)cc1,12%,-8,732,0%,17%,-4%,1%,8.1%,3%,-7.6%
COc1ccc(-n2cc(-c3ccc(Br)cc3)[nH]c2=S)cc1,20%,3,693,-1%,-8%,22%,3%,-3.1%,-118%,-6.8%
COc1ccc(NC2CCCN(C(=O)CN3CCOC3=O)C2)cc1OC (stereo unspecified),/,10,696,-8%,/,-44%,-1%,/,-13%,/
Cc1ccc(-n2c(=O)c3sccc3n(CC(=O)NCc3ccco3)c2=O)cc1,-1%,2,659,0%,0%,-2%,-1%,-2.5%,-1%,-3.4%
CN(c1ccccc1)S(=O)(=O)c1ccc(C(=O)Nc2nnc(C3=COCCO3)o2)cc1,41%,2,700,4%,1%,-1%,-2%,-0.3%,25%,-4.1%
CC(C)(CNc1ccc([N+](=O)[O-])cc1Cl)CNS(C)(=O)=O,11%,3,773,-3%,-5%,4%,-6%,-0.9%,-21%,-3.2%
O=C(O)CCc1nn2c3ccccc3n(Cc3ccccc3)c2nc1=O,-16%,14,728,-12%,-6%,34%,0%,0.4%,-5%,-3.2%
Cc1cc(=O)n(CC(C)O)c(O)c1C#N (stereo unspecified),13%,14,709,-5%,0%,15%,-5%,-0.7%,4%,-6.7%
COc1ccc(/C=N/NC(=O)Cc2cccs2)cc1,9%,1,750,-7%,2%,-10%,-3%,/,-31%,/
O=C(c1cccc(N2CCCC2=O)c1)N1CCOCC1,11%,-9,730,2%,-1%,1%,6%,5.0%,-2%,-2.4%
Cc1occc1C(=O)NNC(=O)c1ccccc1[N+](=O)[O-],/,8,648,-9%,/,8%,-4%,/,-8%,/
Cc1sc2nc(SC(C)C)nc(N)c2c1C,1%,/,/,-8%,0%,-40%,0%,-1.5%,-4%,-7.2%
Cc1ccc(S(=O)(=O)N2CCCOC2CNC(=O)C(=O)NC2CCCC2)cc1 (stereo unspecified),/,-9,752,-6%,/,-7%,-1%,/,15%,/
COc1cc(NC(=O)c2cccc(F)c2)ccc1NC(=O)c1cc2ccccc2o1,/,8,759,-6%,/,6.2µM*,1%,/,11%,/
COc1ccc(N2CCN(C(=O)NC3CC(=O)N(c4ccc(OC)cc4)C3)CC2)cc1 (stereo unspecified),11%,26,725,-11%,3%,-10%,-5%,1.5%,2%,1.6%
Cc1ccccc1S(=O)(=O)Cc1ccc(C(=O)NCCCOC(C)C)o1,-8%,/,/,-8%,-1%,-4%,-1%,-0.3%,10%,-5.5%
COc1ccc(Nc2ccc(C(F)(F)F)cc2[N+](=O)[O-])cn1,/,-17,684,-8%,/,9%,5%,/,7%,/
O=C(CCCCCn1c(=S)[nH]c2cc3c(cc2c1=O)OCO3)N1CCN(C2CCCCC2)CC1,-2%,/,/,-10%,-2%,-54%,-1%,-0.2%,19%,-7.0%
CC1CCCCN1CCNC(=O)CC1Oc2ccccc2NC1=O (stereo unspecified),-1%,/,/,-10%,7%,5%,0%,3.1%,-2%,-4.5%
Cc1ccccc1NC(=O)CCN1CCN(Cc2ccccc2)CC1,0%,-3,727,-5%,5%,5%,-5%,-0.8%,-6%,-3.8%
CC(NCC(O)COc1ccc2ccccc2c1)c1ccccc1 (stereo unspecified),/,-11,811,-6%,/,?,-1%,/,-6%,/
CCC(C(=O)OCC(=O)Nc1ccccc1-c1ccccc1)c1ccccc1 (stereo unspecified),-5%,-2,691,-4%,0%,0%,5%,-2.2%,12%,-1.4%
Nc1ccc(NC(=O)c2cccs2)cc1,0%,6,733,2%,2%,-12%,1%,1.3%,1%,-4.6%
Cc1[nH]c2ccccc2c1[C@H]1[C@@H](CC#N)C1(C)C,-6%,3,676,2%,-3%,0%,-8%,-2.0%,-4%,-0.2%
Cn1c(=O)n(C)c2cc(NS(C)(=O)=O)ccc21,-2%,/,/,-16%,11%,2%,2%,-1.6%,16%,-7.6%
CC1=NN(C(=O)CCc2ccccc2O)C(O)(C(F)(F)F)C1 (stereo unspecified),-12%,11,673,-7%,0%,-2%,5%,0.6%,0%,-3.5%
Cc1ccc(C)c(Nc2c([N+](=O)[O-])cc(C(=O)N3CC(=O)Nc4ccccc43)cc2[N+](=O)[O-])c1,-2%,/,/,10%,8%,10%,-4%,0.8%,-40%,-6.3%

# An excerpt of these results, bar-delimited.
mol | M17LAP inhibition | Hep lipid drop | Hep lipid drop cells 6.5 µM | LYP inhibition | P. falciparum M1AAP | AID2073 | Siah-1 displacement | ER stress rescue | HEK293 NOD2/NF-kB | XIAP antagonists
CC(NCC(O)COc1ccc2ccccc2c1)c1ccccc1 (stereo unspecified) | / | -11 | 811 | -6% | / | ? | -1% | / | -6% | /
Cc1ccccc1S(=O)(=O)Cc1ccc(C(=O)NCCCOC(C)C)o1 | -8% | / | / | -8% | -1% | -4% | -1% | -0.3% | 10% | -5.5%

# (further entries)
SMILES,M17LAP inhibition,Hep lipid drop,Hep lipid drop cells 6.5 µM,LYP inhibition,P. falciparum M1AAP,AID2073,Siah-1 displacement,ER stress rescue,HEK293 NOD2/NF-kB,XIAP antagonists
Cc1cc(O)ccc1N=Cc1c(C(F)(F)F)[nH][nH]c1=O,29%,16,688,-2%,7%,6%,111%,1.3%,20%,-6.7%
COc1cc(OC)cc(C(=O)Nc2ccc3c(c2)CCCN3C(=O)c2cccs2)c1,/,5,680,5%,/,5%,0%,/,-30%,/
O=C(N/N=C/c1ccc(Br)o1)/C(=C/c1ccc([N+](=O)[O-])cc1)NC(=O)c1ccccc1,-9%,/,/,3%,12%,32%,1%,-2.2%,14%,-17%
CC(=O)/C(=N/Nc1ccccc1)Sc1nnc(CCc2ccccc2)n1-c1ccccc1,-2%,-40,678,-3%,14%,-26%,-1%,-2.5%,-23%,-2.9%
O=C(Nc1nc(-c2ccccn2)cs1)c1cccc(-n2cnnn2)c1,2%,5,694,-8%,-16%,-10%,-13%,/,22%,/
CC(=O)Nc1ccc(NC(=O)CN(c2ccc([N+](=O)[O-])cc2)S(=O)(=O)c2ccccc2)cc1,-4%,-7,747,-5%,2%,-1%,3%,-0.3%,24%,-5.3%
CCn1c(COc2ccc(Cl)cc2)nnc1SCc1ccc(C#N)cc1,-4%,-57,708,0%,2%,-4%,2%,-1.3%,-4%,-4.0%
CCCCN1CN=C(Nc2nc3ccccc3o2)NC1,-11%,/,/,-5%,2%,8%,-2%,-1.6%,-40%,-3.6%
COc1ccc(OCC(=O)N/N=C(/C)Cc2ccccc2)cc1,-34%,-1,580,-9%,0%,2%,0%,-1.2%,8%,-8.2%
O=C(NC1CCCCC1)C(c1ccc(F)cc1)N(CCCN1CCOCC1)C(=O)c1ccc(CN2CCOCC2)o1 (stereo unspecified),/,8,833,-13%,/,11%,-2%,/,11%,/
Cc1cc(C)n(C(=O)CCC2COc3ccccc3O2)n1 (stereo unspecified),-14%,1,731,-2%,2%,40%,0%,-0.5%,-12%,-7.0%
C=CCN=C1N[C@@H](c2ccccc2)C(C(=O)OC)=C(C)N1CCOC,/,-2,737,-12%,/,13%,7%,/,-21%,/
N#CNC1=NCN(CCc2ccccc2)CN1,-18%,/,/,-9%,-5%,2%,3%,-0.4%,10%,-3.4%
CC1CN(C(=O)c2cccc(C(=O)N3CC(C)OC(C)C3)c2)CC(C)O1 (stereo unspecified),11%,/,/,-5%,0%,-6%,-1%,-2.2%,-6%,-1.1%

# Only part of the results is shown; rates above refer to the full screens.
